Compound activity as filed in PubChem BioAssay.
EphA4 KYL inhibition: inhibitors of EphA4 binding to KYL peptide, primary screen, biochemical, colorimetric, mouse EphA4 (AID 689); 0.1% of 62,000 active; one-dose inhibition, % at 10 µM; IC50 in µM for titrated hits; EphA4-AP binding to KYL peptide, pNPP A405; higher % means a stronger effect; Ephrin type-A receptor 4 (Mus musculus); in the data active = a potency from the dose series; inactive = the rest, 99 in 100 with inhibition below about 22%
Starred values were filed as active, the others as inactive; & = joins results of further samples.

SMILES | EphA4 KYL inhibition
CCC(Sc1nc2sc(C(=O)OC)c(C)c2c(=O)n1N)C(=O)N(CC)CC (configuration not stated) | -2%
O=c1[nH]c(-c2ccccc2)c(-c2ccccc2)[nH]1 | -4%
c1ccc(CSc2nnc(-c3sccc3-n3cccc3)o2)cc1 | 0%
O=C(NCc1ccco1)c1scc2c1OCCO2 | 4%
O=C(CSc1nnc(-c2ccccc2)o1)Oc1ccc(Br)cc1 | -11%
O=c1c2ccc(Cl)cc2nc(-c2cccc(C(F)(F)F)c2)n1O | -16%
Cn1c(=O)cc(OCC(=O)NCc2cccnc2)c2ccccc21 | -5%
COc1ccc(OC)c(NC(=O)c2ccc(NC(C)=O)cc2)c1 | -6%
Cc1cc(C)n(-c2nc(SCC(=O)NCC3CCCO3)c3c4c(sc3n2)CCCC4)n1 (configuration not stated) | 13%
CC(OC(=O)c1cc2sccc2n1C)C(=O)NCC1CCCO1 (configuration not stated) | 2%
CNC(=O)c1nnc(Cc2ccc(Cl)cc2)o1 | -9%
CCC(c1nnnn1Cc1ccco1)N(Cc1ccccc1OC)Cc1cc2cc(C)ccc2[nH]c1=O (configuration not stated) | -3%

An excerpt of these results, as comma-separated lines:
canonical_smiles,EphA4 KYL inhibition
Cn1c(=O)cc(OCC(=O)NCc2cccnc2)c2ccccc21,-5%
COc1ccc(OC)c(NC(=O)c2ccc(NC(C)=O)cc2)c1,-6%
O=C(CSc1nnc(-c2ccccc2)o1)Oc1ccc(Br)cc1,-11%
O=c1c2ccc(Cl)cc2nc(-c2cccc(C(F)(F)F)c2)n1O,-16%

Other entries
SMILES | EphA4 KYL inhibition
CN(C)c1ccc(C(=O)N2CC(=O)N(CCc3ccccc3)C(=O)C2)cc1 | -8%
CCCC(=O)Nc1ccc2nc(SCC(=O)Nc3ccc(N4CCOCC4)c(Cl)c3)sc2c1 | -4%
CCC(C)(C)n1nnnc1C(c1ccc(OC)c(OC)c1)N1CCN(c2ccc(OC)cc2)CC1 (configuration not stated) | -7%
CCn1c(=O)cc(SCC(=O)Nc2ccc(OC)c(OC)c2)c2ccccc21 | -7%
CCN(CC)S(=O)(=O)c1cccc(-c2nnc(SCCCC(=O)c3ccc(F)cc3)o2)c1 | 2%
CCOC(=O)c1c(-c2ccccc2)oc2ccc(OCC(=O)N(CC)CC)cc12 | -11%
CCOC(=O)C1=C(C)N(CCOC)C(=O)/C1=C\c1ccccc1F | -6%
CN(CC(=O)NC1CCCCCCC1)S(=O)(=O)c1cccc2cccnc12 | -5%
CCOc1cc(S(=O)(=O)N2CCN(c3ccc(F)cc3)CC2)c(OCC)cc1-n1cnnn1 | -10%
CC1Cc2ccccc2N1C(=O)Cn1c(=O)oc2cc(S(=O)(=O)NC3CCCC3)ccc21 (configuration not stated) | -5%
COc1ccc(C)cc1-n1nnnc1SCC(=O)c1cc(C)n(Cc2ccco2)c1C | -9%
COc1ccccc1NC(=O)CN1CCN(CC(=O)Nc2cc(NC(C)=O)ccc2OC)CC1 | -8%

Part of the list above in order of count of non-hydrogen atoms, largest number first.
SMILES | EphA4 KYL inhibition
COc1ccccc1NC(=O)CN1CCN(CC(=O)Nc2cc(NC(C)=O)ccc2OC)CC1 | -8%
CC1Cc2ccccc2N1C(=O)Cn1c(=O)oc2cc(S(=O)(=O)NC3CCCC3)ccc21 (configuration not stated) | -5%
COc1ccc(C)cc1-n1nnnc1SCC(=O)c1cc(C)n(Cc2ccco2)c1C | -9%
CCn1c(=O)cc(SCC(=O)Nc2ccc(OC)c(OC)c2)c2ccccc21 | -7%
CN(C)c1ccc(C(=O)N2CC(=O)N(CCc3ccccc3)C(=O)C2)cc1 | -8%

(list continues)
SMILES | EphA4 KYL inhibition
CCN(CC)CC(O)COc1ccccc1C(=O)CCc1ccccc1 (configuration not stated) | 2%
CCc1cccc(OCC(=O)Nc2ccc(S(=O)(=O)Nc3onc(C)c3C)cc2)c1 | -2%
CCOc1ccc(CNC(=O)C2CCN(S(=O)(=O)CC)CC2)cc1OC | -14%
CCN(CC)C(=O)CSc1nnc(-c2ccco2)n1Cc1ccco1 | -21%
Brc1ccc(-c2nnc3n2-c2ccccc2CC3)cc1 | -9%
CCCN(CCC)CCNC(=O)C1CC(=O)N(c2ccc(OC)cc2)C1c1ccc(OC)cc1 (configuration not stated) | -21%
Cc1cccc(OCC(=O)Nc2ccc(N3CCCC3)cc2)c1C | -16%
Cc1ccc(N(CN2C(=O)C3CC=CCC3C2=O)C(=O)c2ccco2)cc1Cl (configuration not stated) | -17%
Cc1nc2scc(-c3ccccc3)c2c(=O)n1N | -11%
CN(C)S(=O)(=O)N1CCN(S(=O)(=O)c2ccc3ccccc3c2)CC1 | -16%
C=CCn1c(COc2ccccc2)nnc1SCc1ccc(C#N)cc1 | 0%
CCOC(=O)c1oc2ccccc2c1NC(=O)c1ccccc1OC | -31%

3 entries from above, with tabs.
SMILES	EphA4 KYL inhibition
Brc1ccc(-c2nnc3n2-c2ccccc2CC3)cc1	-9%
CCN(CC)CC(O)COc1ccccc1C(=O)CCc1ccccc1 (configuration not stated)	2%
CN(C)S(=O)(=O)N1CCN(S(=O)(=O)c2ccc3ccccc3c2)CC1	-16%

(next part)
SMILES | EphA4 KYL inhibition
COc1ccccc1-n1cnc2nc[nH]c(=O)c21 | 3%
CCOc1cc(S(=O)(=O)N(CC)CC)c(OCC)cc1-n1cnnn1 | -28%
COC(=O)c1ccc(Sc2ccc(F)cc2)c(N)c1 | 6%
Cc1ccc(NC(=O)Cc2nn(C)c(=O)c3ccccc23)cc1F | -18%
CCC(=O)Nc1ccc(NC(=O)COc2cc(C)ccc2C(C)C)cc1 | -5%
O=C(CSCC(=O)Nc1ccc2ccccc2c1)Nc1ccc(F)cc1 | 10%
O=C(O)c1cc(O)ccc1NC(=O)C(c1ccccc1)c1ccccc1 | 12%
CCn1c2ccccc2c2nc3cc(OC)c(OC)cc3nc21 | 39%
CCc1ccc(N2CCCn3c2nc2c3c(=O)n(CCN3CCOCC3)c(=O)n2C)cc1 | -8%
O=c1c(Cl)c(N2CCCCC2)cnn1-c1nc2ccccc2[nH]1 | -1%
Cc1cc(-n2nc(C)cc2C)nc(NS(=O)(=O)c2ccccc2)n1 | -3%
C=Cc1ccc(COc2ccc3c4c(c(=O)oc3c2)CCC4)cc1 | 8%
O=C(Nc1cccc([N+](=O)[O-])c1)c1ccc(CSc2ccccc2)cc1 | -15%
CC1=CC(C)(C)N(C(=O)CSc2nnc(C)s2)c2ccc(C)cc21 | -12%
COc1ccc(N=c2oc3cc(O)ccc3cc2C(=O)NCC2CCCO2)cc1 (configuration not stated) | -13%
O=C(NCCC1=CCCCC1)C1CCCN(S(=O)(=O)c2cccc3cccnc23)C1 (configuration not stated) | -7%
CCn1c(-c2ccccc2)c(C(=O)O)c2ccccc21 | -5%
CSc1ccc(-c2nnn(Cc3ccccn3)n2)cc1 | -7%
C=CCn1c(Cc2ccc(OC)cc2)nnc1SCC(=O)c1cccc([N+](=O)[O-])c1 | -4%
O=C(O)C1CC=CCC1C(=O)Nc1cccc(Cl)c1Cl (configuration not stated) | 9%
CCOC(=O)CCCc1c[nH]c2ccccc12 | -14%
Cc1ccccc1-n1c(SCC(=O)N2CCN(c3ccccc3)CC2)nnc1-c1ccncc1 | 26%
Cn1c(N2CCC(C(N)=O)CC2)nc2c1c(=O)n(Cc1cccc(Br)c1)c(=O)n2C | -23%
COc1cccc(C(=O)CN(C(=O)c2ccc(Cl)c(Cl)c2)N2C(=O)c3ccccc3C2=O)c1 | -8%
CC(=O)Nc1sc2c(c1C(=O)Nc1ccc(Br)cc1)CCCC2 | 4%
O=C1CC(=O)N(Cc2ccccc2)CCN1Cc1ccccc1 | -8%
C=CCNC(=O)c1ccccc1NC(=O)c1ccc(Cl)c(S(=O)(=O)Nc2ccccc2)c1 | -11%
Cc1ccnc2nc(C(=O)N3CCN(S(=O)(=O)c4ccccc4)CC3)nn12 | -14%
COc1ccc(Nc2cc(C)nc3nc(C)nn23)cc1Cl | -3%
COc1ccc(C2/C(=C(\O)c3ccc(C)cc3)C(=O)C(=O)N2c2ncc(S(=O)(=O)c3ccc([N+](=O)[O-])cc3)s2)cc1 (configuration not stated) | -10%
CCC(CC)c1nnc(NC(=O)COc2ccc3c(C)cc(=O)oc3c2)s1 | -11%
COc1ccc(CNC(=O)c2cc(-c3ccco3)on2)cc1 | -1%
COc1ccc(OC)c(S(=O)(=O)Nc2ccc(C(C)=O)cc2)c1 | -10%
Fc1ccc(Cn2c(SCc3ccc(F)c(C(F)(F)F)c3)nnc2C(F)(F)F)cc1 | -8%
CC(C)c1ccccc1N1CC(C(=O)O)CC1=O (configuration not stated) | -8%
O=C(NCCN1CCN(c2ccccc2F)CC1)c1cccn2c(=O)c3ccccc3nc12 | -6%
Cc1cc(C)c2c(c1)-c1c(ssc1=S)C(C)(C)N2C(=O)CSc1nncn1C | 6%
Cc1ccc(C2C(C=Nc3c(C)n(C)n(-c4ccccc4)c3=O)=C(c3ccccc3)Oc3ccccc32)cc1 (configuration not stated) | -4%
CC1(C)CC(N2CN(C3CCCCC3)CC2=O)CC(C)(C)N1 | -6%
COc1ccc(Oc2nc3ccccc3nc2C(F)(F)F)cc1 | -10%
OC(CNc1ccccc1)COc1ccc(OCC(O)CNc2ccccc2)cc1 (configuration not stated) | 7%
O=C(COc1cccc2ccccc12)NNC(=O)C1CCCO1 (configuration not stated) | -6%
O=C(NCCNC(=O)C(F)(F)F)c1ccncc1 | 3%
O=C(c1sc2ccccc2c1Cl)N(Cc1ccccc1Cl)C1CCS(=O)(=O)C1 (configuration not stated) | -12%
Cc1cc(C)nc(N(C#N)CN2C(=O)c3ccccc3C2=O)n1 | 11%
CC1=C(C(N)=O)C(c2cccc(OCc3ccccc3)c2)n2nnnc2N1 (configuration not stated) | -2%
O=C1C(Cl)=C(Nc2ccccc2O)C(=O)N1c1ccccc1 | 19%
Cc1ccccc1C(=O)NC(C)c1ccc2c(c1)CCCC2 (configuration not stated) | -13%
CC(=O)CC(=O)Nc1ccn(-c2ccccc2)n1 | -6%&-8%
COc1ccc(Cl)cc1N1C(=O)C2CCCN2C1c1ccc(F)cc1 (configuration not stated) | -3%
O=[N+]([O-])c1ccc(N2CCN(CCO)CC2)cc1Sc1nc2ccccc2[nH]1 | -23%
COc1ccc(CC(=O)Nc2ccc(Cl)cc2)cc1OC | -1%
O=c1c2ccccc2ncn1Cc1ccco1 | -5%
Cc1cc(Nc2nc3ccccc3[nH]c2=O)n(-c2ccccc2)n1 | 12%
COc1ccc(OC)c(-c2cc(C(=O)N3CCCc4ccccc43)no2)c1 | 5%
Cc1onc(-c2ccccc2Cl)c1C(=O)Nc1ccc(S(=O)(=O)Nc2ncccn2)cc1 | -5%
Cn1cnnc1Sc1cc(N2CCN(CCO)CC2)ccc1[N+](=O)[O-] | -5%
CN(C1CCCCC1)S(=O)(=O)c1ccc2c(c1)c(=O)c(C(=O)NCCN1CCCC1)cn2C | -14%
CCOc1ccc(C(=O)Nc2cc(C)on2)cc1 | 2%
CCOC(=O)c1c(C)[nH]c(C(=O)OCC(=O)N2CCc3ccccc32)c1C | -4%
Carrying on.
SMILES | EphA4 KYL inhibition
COc1ccccc1NS(=O)(=O)N(C)C | -2%
O=C(CSc1ccc2c(c1)OCCO2)NCc1ccco1 | 4%
CCOc1ccc(-n2c(Cc3cc(=O)[nH]c(=O)[nH]3)nnc2SC(C)C)cc1 | -5%
CSc1nc(-c2ccccc2)nn1C(=O)c1ccc(C)cc1 | -1%
CCCCOc1ccc(C2C(=O)N(C3CCCCC3)CC(=O)N2CC2CCCO2)cc1 (configuration not stated) | -1%
CC(CN(C)Cc1ccccc1)OC(=O)C1COc2ccccc2O1 (configuration not stated) | 8%
O=C(COc1ccccc1)Nc1nnc(-c2ccccc2)o1 | -26%
O=C(NCC1CCCC(CNC(=O)N2CCc3ccccc32)C1)N1CCc2ccccc21 (configuration not stated) | -6%
O=C(COc1ccc(Cl)cc1Cl)NCc1ccco1 | -8%
c1ccc(C2(c3ccccc3)OCC(Cn3cncn3)O2)cc1 (configuration not stated) | -5%
Cc1cc(OCC(=O)NCCCN(C)C)cc(C)c1Br | -8%
O=C(COc1cccc(Oc2ccccc2)c1)Nc1ccc(SC(F)F)cc1 | 3%
CCCCn1c(SCc2nc(N)nc(Nc3ccccc3C)n2)nc2ccccc2c1=O | -8%
CCC(C)(C)NC(=O)C(c1ccccc1F)N(Cc1ccco1)C(=O)Cn1nnc2ccccc21 (configuration not stated) | -30%
COC(=O)c1cc(Br)c(=O)n(Cc2ccco2)c1 | -12%
Cc1cc(C)n(-c2nc(NCc3cccnc3)c3c4c(sc3n2)COC(C)(C)C4)n1 | -1%
COc1ccc(-c2cc(C(F)(F)F)n3nc(C(=O)N4CCc5ccccc5C4)cc3n2)cc1 | -1%
CCOc1ccc(/C=N/Nc2nc(N3CCCC3)nc(N3CCCC3)n2)cc1OC | -14%
O=c1[nH]c(-c2ccccc2O)nc2c1CCCC2 | -5%
Cc1ccc(-c2nnc(SCC(=O)N3CCCC3)o2)cc1C | -12%
Cc1ccc(NC(=O)c2cccc(C(=O)Nc3ccc(C)cc3)n2)cc1 | -1%
Cc1ccc(CCC(=O)Nc2ncc(Cc3ccc(F)cc3)s2)o1 | 11%
c1ccc(-c2nnc(-c3ccccc3)o2)cc1 | -8%
Cn1c(=O)c2c(nc(C(N)=O)n2C)n(C)c1=O | -3%
O=C(O)C1C2C=CC(C3CC23)C1C(=O)Nc1ccc(F)cc1 (configuration not stated) | -11%
COc1cc(NC(=O)c2ccc(-c3ccc(Br)cc3)o2)ccc1NC(=O)C(C)C | -3%
COc1ccc(Oc2c(C=O)c3ccccc3n2C)cc1 | -2%
CC(C)COc1ccc(C(=O)Nc2ccccc2)cc1 | 2%
Cc1nc(-n2nnc3cc(C)c(C)cc32)c2c3c(sc2n1)CCCC3 | -16%
CC(C)Nc1nnc(SCC(=O)Nc2ccc(F)cc2)s1 | -10%
CCOC(=O)N1CCN(C(=O)c2ccccc2Oc2ccccc2)CC1 | -1%
COc1ccc(C2CC(=O)C3=C(C2)Nc2ccccc2NC3c2cc(OC)c(OC)cc2OC)cc1 (configuration not stated) | -1%
Cc1ccc(C)c(N2CCN(CC3CC=CCC3)CC2)c1 (configuration not stated) | 5%
c1nc2nc3c(c(N4CCOCC4)n2n1)CCCC3 | -4%

Only part of the results is shown; rates above refer to the full screens.
